UBC13 inh: blocks human UBC13 polyubiquitin chain formation | P61088 | TR-FRET | inhibition, % at 20 µM | 330,000 compounds, 0.47% hits | AID 485273; in the data active = inhibition above about 45%, passing the limit was not always enough
Gli-Sufu antag: blocks Gli-Sufu signaling in a luciferase reporter; Sufu-KO-LIGHT fibroblasts, Gli luciferase reporter luminescence; inhibition, % at 5 µM; 340,000 compounds, 0.74% hits;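 active = inhibition above about 55%, limit read from the data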;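 also: 0% = DMSO-treated cells and 100% = wells with medium but no cells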
697 NFkB inh: lowers PMA/ionomycin-induced NF-kB signal in 697 B cells; 697 B-cell NF-kB luciferase reporter, 16 h; inhibition, % at 4 µM; 330,000 compounds, 0.33% hits; AID 435022; in the data active = inhibition above about 35%
SENP8 inh: blocks the human protease SENP8; Q96LD8; purified SENP8, Z-RLRGG-aminoluciferin cleavage, luminescence; inhibition, % at 10 µM; 330,000 compounds, 1.2% hits
Apaf1 inhib: inhibitors of human Apaf-1 apoptosome | O14727 | reconstituted apoptosome caspase-3 activity, DEVD-Rh110 fluorescence | inhibition, % at 20 µM | 330,000 compounds, 0.71% hits; active = inhibition of at least 40% at 20 µM;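 also: plate controls were DMSO wells for no effect and DEVD-CHO caspase inhibitor wells for full effect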
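System: Apoptosome proteins | Medium: Hepes pH 7.5 with detergent and BSA | Also added: Cytochrome c trigger plus (Z-DEVD)2-Rh110 caspase-3 substrate | Incubation: 30 min compound preincubation, 50 min activation, room temperature | Detection: Rhodamine 110 fluorescence at Ex 480/Em 540 nm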
HKDC1 inhibitor: inhibitors of human hexokinase HKDC1; Q2TB90; recombinant HKDC1, G6PDH/diaphorase resazurin coupled fluorescence; inhibition, % at 20 µM; 340,000 compounds, 0.16% hits; AID 493160;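 active = inhibition above about 35% when tested at 20 µM, limit read from the data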;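 also: plate controls were DMSO wells with enzyme for no effect and DMSO wells lacking enzyme for full effect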
Target sequence (Q2TB90 whole entry, looked up): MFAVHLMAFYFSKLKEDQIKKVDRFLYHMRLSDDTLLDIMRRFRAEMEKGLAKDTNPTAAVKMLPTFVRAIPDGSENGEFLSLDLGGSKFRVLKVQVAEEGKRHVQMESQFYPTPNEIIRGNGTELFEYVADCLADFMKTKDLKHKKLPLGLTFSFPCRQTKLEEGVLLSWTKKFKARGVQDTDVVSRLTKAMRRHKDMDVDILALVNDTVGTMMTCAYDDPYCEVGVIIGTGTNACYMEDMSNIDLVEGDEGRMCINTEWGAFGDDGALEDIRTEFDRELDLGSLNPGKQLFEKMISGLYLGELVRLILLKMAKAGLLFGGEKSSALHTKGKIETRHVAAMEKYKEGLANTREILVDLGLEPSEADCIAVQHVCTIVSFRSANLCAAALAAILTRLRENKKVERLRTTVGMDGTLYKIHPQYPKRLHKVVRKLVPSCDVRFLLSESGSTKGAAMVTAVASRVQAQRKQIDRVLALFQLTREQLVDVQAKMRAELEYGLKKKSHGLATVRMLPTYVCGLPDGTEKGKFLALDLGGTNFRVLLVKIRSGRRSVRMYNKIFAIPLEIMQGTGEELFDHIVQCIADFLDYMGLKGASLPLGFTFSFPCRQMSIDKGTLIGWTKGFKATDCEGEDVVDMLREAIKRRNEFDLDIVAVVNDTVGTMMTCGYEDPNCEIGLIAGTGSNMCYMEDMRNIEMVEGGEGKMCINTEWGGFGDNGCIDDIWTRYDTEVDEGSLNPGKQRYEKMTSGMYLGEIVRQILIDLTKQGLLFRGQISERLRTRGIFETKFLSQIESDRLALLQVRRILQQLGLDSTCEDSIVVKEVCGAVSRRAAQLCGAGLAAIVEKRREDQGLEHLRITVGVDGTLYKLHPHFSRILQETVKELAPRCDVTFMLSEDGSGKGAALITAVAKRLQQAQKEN
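Test system: recombinant HKDC1 (HK5) hexokinase enzyme, produced in-house; Amount: enzyme 5 µg/mL final; Buffer or medium: Tris pH 8.0 buffer with MgCl2, Tween-20, BSA, BME; Reagent: glucose and ATP substrates; Doses: 20 µM test compound, 1% DMSO; Incubation: 90 min reaction incubation at room temperature, dark; Detection: resorufin fluorescence at 613 nm.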
Jurkat NFkB inh: inhibitors of the PMA/ionomycin-induced NF-kB reporter in Jurkat cells; AID 435003; PMA/ionomycin-induced NF-kB luciferase reporter, luminescence; inhibition, % at 4 µM; 330,000 compounds, 0.53% hits
SENP7 inh: inhibitors of human SENP7 protease; AID 434973; inhibition, % at 5 µM; recombinant SENP7, Z-RLRGG-aminoluciferin luminescence, 40 min; Q9BQF6; 330,000 compounds, 1.5% hits;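 active = inhibition above about 50% at the single test dose, limit read from the data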;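 also: plate controls were DMSO with enzyme for no effect and no enzyme buffer wells for full effect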
Starred values were filed as active, the others as inactive. Rule as the data show it, unless noted: active = inhibition above about 50%; inactive = the rest. This is a subset; rates above refer to the full screens.

The first 7 compounds, ahead of the listing:
SMILES	UBC13 inh	Gli-Sufu antag	697 NFkB inh	SENP8 inh	Apaf1 inhib	HKDC1 inhibitor	Jurkat NFkB inh	SENP7 inh
O=[N+]([O-])c1cc([As](=O)(O)c2ccc(O)c([N+](=O)[O-])c2)ccc1O	-8	9	15	-1	0	2	3	6
O=C(c1ccccc1[N+](=O)[O-])N1CCC2(CC1)OCCO2	7	-22	11	1	0	-4	-8	9
COC(=O)C(O)(c1c(C)[nH]n(-c2ccccc2)c1=O)C(F)(F)F (configuration not stated)	-37	-2	-19	6	79*	-5	2	24
Cc1cnc(-n2c(=S)[nH]c3ccccc3c2=O)s1	-7	0	17	-7	8	-6	-6	-2
Cc1ccc(C(=O)N[C@@H](C)CN2C3=NC[C@H](Cc4ccccc4)N3C[C@H]2Cc2ccc(O)cc2)cc1Br	65*	11	23	-18	28	1	16	13
CN1CCN(c2ccc([N+](=O)[O-])c(SCCO)c2)CC1	-19	-26	12	0	-5	-1	-2	5
CN1CCN(Cc2cc(=O)n3ccsc3n2)CC1	-1	2	7	1	4	-5	11	-6

Main list, from the first entry:
SMILES	UBC13 inh	Gli-Sufu antag	697 NFkB inh	SENP8 inh	Apaf1 inhib	HKDC1 inhibitor	Jurkat NFkB inh	SENP7 inh
O=[N+]([O-])c1cc([As](=O)(O)c2ccc(O)c([N+](=O)[O-])c2)ccc1O	-8	9	15	-1	0	2	3	6
O=C(c1ccccc1[N+](=O)[O-])N1CCC2(CC1)OCCO2	7	-22	11	1	0	-4	-8	9
COC(=O)C(O)(c1c(C)[nH]n(-c2ccccc2)c1=O)C(F)(F)F (configuration not stated)	-37	-2	-19	6	79*	-5	2	24
Cc1cnc(-n2c(=S)[nH]c3ccccc3c2=O)s1	-7	0	17	-7	8	-6	-6	-2
Cc1ccc(C(=O)N[C@@H](C)CN2C3=NC[C@H](Cc4ccccc4)N3C[C@H]2Cc2ccc(O)cc2)cc1Br	65*	11	23	-18	28	1	16	13
CN1CCN(c2ccc([N+](=O)[O-])c(SCCO)c2)CC1	-19	-26	12	0	-5	-1	-2	5
CN1CCN(Cc2cc(=O)n3ccsc3n2)CC1	-1	2	7	1	4	-5	11	-6
COc1cc2nc(CN3CC=C(c4ccccc4)CC3)[nH]c(=O)c2cc1OC	-4	-88	26	-7	4	2	59*	-4
Cc1ccc2c(c1)CCCN2N=O	-3	0	-12	1	-6	-6	2	-6
COC(=O)C1=C(c2cc3ccccc3s2)C[C@@H]2CC[C@H]1N2C(=O)NCc1ccco1	0	8	-18	-8	12	-1	2	-4
O=C1N[C@H](Cc2ccccc2)C(=O)N2[C@@H]3[C@H](C[C@@H]12)c1ccccc1N3OOSc1ccccc1	2	7	-98	-4	3	5	14	0
Cc1ccc(-n2c(O)c(/C=N/c3ncc(Br)cc3Br)c(=O)[nH]c2=O)cc1	4	5	1	3	-3	-5	-36	-3
COC(=O)C1=C(c2ccc(-c3ccccc3)c(F)c2)C[C@@H]2CC[C@H]1N2C(=O)NCCNC(C)=O	1	0	-3	-5	8	2	-5	2
O=c1c2ccccc2nc(-c2ccc(Cl)cc2Cl)n1-c1ccncc1	-10	3	-15	-12	6	-6	2	-14
CNC(=O)OCc1n(C)cc[n+]1C	-12	22	-33	-2	3	-5	10	16
OC1/C(=C/c2ccccc2C(F)(F)F)N2CCC1CC2 (configuration not stated)	2	-8	-3	4	-5	-4	-2	3
COC(=O)C1=C(c2ccccc2OCc2ccccc2)C[C@@H]2CC[C@H]1N2C(=O)NCc1ccc([N+](=O)[O-])cc1	-18	28	1	-10	16	-4	8	-5
CCNc1nc(Cl)nc(NC(C)C)n1	9	-1	-3	3	-4	-13	7	2
O=C1NC(=S)N(c2ccc(F)cc2)C(=O)/C1=C/c1ccccc1O	-4	2	13	2	0	1	-3	6
Cc1cc(C)c(S(=O)(=O)NCC2CCC(C(=O)N3CCC4(CC3)OCCO4)CC2)c(C)c1 (configuration not stated)	-2	8	-10	-15	-1	-10	1	-7
Clc1ccc(OCC#CCN2CCOCC2)cc1	4	-18	3	10	-12	-7	-3	3
Cc1ccsc1C(=O)C1CCCN(Cc2cnn(C)c2)C1 (configuration not stated)	-21	7	14	-9	-10	-6	1	-15
CC(=O)O[C@@H]1CC[C@]2(C)C3CC[C@@]4(C)C(C[C@@H](O)[C@@H]4O)C3[C@@H](OC(C)=O)C[C@H]2C1 (some centres not stated)	-1	-1	3	-9	11	13	-9	7
CN(C)c1cccc2c(C#N)ccc(N(C)C)c12	-19	-6	39*	2	17	2	16	12
O=C(Nc1ccc(F)cc1)N1CC2CC(C1)c1cccc(=O)n1C2 (configuration not stated)	-16	0	6	-5	13	-2	-12	-6
C/C=C/c1ccc2c(c1)OCO2	-1	-3	-3	-13	-1	-2	-8	-2
COc1cccc(C2CCN(CC(=O)Nc3cc(Cl)ccc3OC)CC2O)c1 (configuration not stated)	29	-6	-18	11	11	-1	-34	6
CCOP(=O)(Oc1ccccc1)c1c([N+](=O)[O-])cc(C(F)(F)F)cc1[N+](=O)[O-] (configuration not stated)	-6	0	6	1	2	-1	-5	-5
COC(=O)C1=C(c2ccc(F)cc2OCc2ccccc2)C[C@@H]2CC[C@H]1N2C(=O)NCc1ccccc1C(F)(F)F	-12	20	17	-3	11	7	-6	9
Cn1c(=O)cc(OCC(=O)N2CCC3(CC2)OCCO3)c2ccccc21	-5	9	42*	-3	0	6	15	-9
COC(=O)C1=C(c2ccc(OC(F)(F)F)cc2)C[C@@H]2CC[C@H]1N2C(=O)NC1Cc2ccccc2C1	11	2	-12	11	16	1	10	-3
CC(=O)Nc1cccc([As](=O)(c2cccc(NC(C)=O)c2)c2cccc(NC(C)=O)c2)c1	-15	6	-10	-3	-9	-5	7	-3
Cc1cccc(C(=O)Nc2ccc3c(c2)CC2(C(=O)N(C)C(=O)N(C)C2=O)C2CCCN32)c1 (configuration not stated)	-8	-16	3	4	14	8	8	7
NCC(O)c1ccc(O)cc1 (configuration not stated)	18	6	5	13	-13	2	6	-7
COc1ccc(CN2CCCC(C(=O)c3ccccc3SC)C2)cc1O (configuration not stated)	8	14	18	2	4	-9	-6	8
CC(C)N(CC(O)c1cccc([N+](=O)[O-])c1)C(C)C (configuration not stated)	-4	10	10	-8	11	1	-7	-7
COc1cc(OC)c2c(c1)O[C@@H](c1ccc(OC)c(OC)c1)[C@H](O)C2	-1	44	-4	-9	4	1	-15	-9
O=c1c2ccccc2nc(-c2ccccc2Cl)n1-c1ccc(O)cc1	0	-8	4	-4	8	-4	19	-7
CCCOC(=O)c1c(N)n(Cc2cccs2)c2nc3ccccc3nc12	10	10	25	-2	29	-2	20	-2
O=C(CN1CCN(c2ccccc2F)CC1)Nc1cccnc1Cl	5	-10	3	1	-2	2	5	-1
CCC1(CC)C(=O)C=CNC1=O	4	0	-9	6	-10	-5	0	2
CCCNC(=O)N1[C@H]2CC[C@@H]1C(C(=O)OC)=C(c1ccc(C(C)=O)cc1)C2	1	-1	14	-5	-2	-7	18	7
COC(=O)C(O)(c1ccc(NC(=O)Oc2ccccc2)cc1)C(F)(F)F (configuration not stated)	6	41	-3	-4	-1	-5	11	-1
S=C1CN=C(c2ccccc2)c2cc(Cl)ccc2N1	-2	0	-13	0	10	10	2	3
Cc1cccc(N2C(=O)NC(=O)/C(=C\c3cnn(-c4ccccc4)c3)C2=O)c1	-6	2	-21	-1	7	7	13	-6
O=C(c1cc(-c2ccc(Cl)cc2)n(-c2ccc(Cl)cc2Cl)n1)N1CCOCC1	9	9	15	1	22	-3	-17	-2
NC(=O)Cn1cc(C(=O)c2ccccc2F)c2ccccc21	-1	0	-13	-6	6	-7	3	8
COc1ccccc1-n1c(O)c(/C=C2\C=Nc3ccccc32)c(=O)[nH]c1=O	-20	27	-23	-7	-5	8	6	-9

Exported with two lines to a compound: 4 of the compounds above.
Below each compound: UBC13 inh, Gli-Sufu antag, 697 NFkB inh, SENP8 inh, Apaf1 inhib, HKDC1 inhibitor, Jurkat NFkB inh, SENP7 inh
S=C1CN=C(c2ccccc2)c2cc(Cl)ccc2N1
 : -2, 0, -13, 0, 10, 10, 2, 3
COc1ccccc1-n1c(O)c(/C=C2\C=Nc3ccccc32)c(=O)[nH]c1=O
 : -20, 27, -23, -7, -5, 8, 6, -9
CCC1(CC)C(=O)C=CNC1=O
 : 4, 0, -9, 6, -10, -5, 0, 2
COC(=O)C(O)(c1ccc(NC(=O)Oc2ccccc2)cc1)C(F)(F)F (configuration not stated)
 : 6, 41, -3, -4, -1, -5, 11, -1

Profiles, looked up by structure. Values in the order: UBC13 inh	Gli-Sufu antag	697 NFkB inh	SENP8 inh	Apaf1 inhib	HKDC1 inhibitor	Jurkat NFkB inh	SENP7 inh
Cc1cccc(N2C(=O)NC(=O)/C(=C\c3cnn(-c4ccccc4)c3)C2=O)c1 across the screens: -6	2	-21	-1	7	7	13	-6
O=C(c1cc(-c2ccc(Cl)cc2)n(-c2ccc(Cl)cc2Cl)n1)N1CCOCC1 across the screens: 9	9	15	1	22	-3	-17	-2

Source: PubChem (Sanford-Burnham Center for Chemical Genomics)
